TrxR1 substrate – rat thioredoxin reductase 1 substrate activity | purified TrxR1 substrate turnover, NADPH consumption readout | Potency, µM (series often up to 114 µM), without a hit: at the top dose activity change, negative = substrate turnover | 390,000 tested, 0.01% active; note: % is set by controls: 0 for no effect and ±100 for the full control effect; nearly all actives have a fitted effect of over 50% in size
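Rat TrxR1, dispensed at 90 nM, was prereduced with 400 uM NADPH (final) for 5 min at ~22 deg C, then incubated with compound 15 min before 400 uM selenite. A first-read NADPH fluorescence drop versus no-compound background flagged substrates.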
RGS4 inhibitor – blocks human RGS4-accelerated GTP hydrolysis; AID 504845; Potency, µM (series often up to 114 µM), without a hit: at the highest dose activity change, negative = inhibition, usual class: inhibitors; 390,000 tested, 0.039% active; P49798; Transcreener GDP fluorescence polarization, RGS4-accelerated GTP hydrolysis; note: % is set by controls: 0 for no effect and ±100 for the full control effect; nearly all actives have a fitted effect of over 75% in size; some results filed as inactive show a strong effect at the top dose
Target sequence (P49798 whole entry, looked up): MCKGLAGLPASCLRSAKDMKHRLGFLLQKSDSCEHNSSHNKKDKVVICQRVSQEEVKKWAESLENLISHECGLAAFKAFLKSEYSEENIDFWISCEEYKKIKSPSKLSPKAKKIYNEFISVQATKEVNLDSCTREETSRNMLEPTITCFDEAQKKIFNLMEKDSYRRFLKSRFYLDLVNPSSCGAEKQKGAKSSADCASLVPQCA
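MLSMR compounds (23 nl, pin-transferred) preincubated 10 min at room temperature with a 500nM (2x) first reagent, then RGS4 at 900nM (2x) plus Transcreener GDP mix added; fluorescence polarization (620/688 nm) read before and after 90 min at 30 °C.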
IDH1 R132H inh – inhibitors of human mutant IDH1 R132H. AID 602179. IDH1-R132H enzyme, NADPH consumption, diaphorase/resazurin fluorescence. Potency, µM (titrated, usually from 76.6 µM), for the others: at the highest dose activity change, negative = inhibition, most hits filed as inhibitors. 390,000 tested, 0.093% active; note: % is set by controls: 0 for no effect and ±100 for the full control effect; nearly all actives have a fitted effect of over 65% in size
Target sequence (O75874 whole entry R132H, stated change not applied): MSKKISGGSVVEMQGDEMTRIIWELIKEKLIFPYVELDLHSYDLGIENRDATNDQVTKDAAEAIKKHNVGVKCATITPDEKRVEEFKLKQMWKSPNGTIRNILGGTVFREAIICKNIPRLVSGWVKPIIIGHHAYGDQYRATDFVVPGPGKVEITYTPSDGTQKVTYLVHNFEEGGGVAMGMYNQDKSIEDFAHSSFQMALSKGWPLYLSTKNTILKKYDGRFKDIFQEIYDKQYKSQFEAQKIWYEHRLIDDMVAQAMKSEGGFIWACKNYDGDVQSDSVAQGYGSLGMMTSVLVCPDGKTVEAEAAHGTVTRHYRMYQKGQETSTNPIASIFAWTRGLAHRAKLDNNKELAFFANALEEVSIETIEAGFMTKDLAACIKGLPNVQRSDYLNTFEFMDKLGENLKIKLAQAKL
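IDH1-R132H (0.5 ug/mL) preincubated 30 min with compound, then NADPH (0.016 mM) and alpha-KG (2 mM) added; 80 min at RT, pH 7.5. Remaining NADPH coupled via diaphorase/resazurin to fluorescence (540/590 nm); concentration-response curves normalized to no-enzyme control.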
RXFP1 agonist – RXFP1 (human) receptor agonism; HEK293T-RXFP1 cAMP TR-FRET, 30 min; response scale: percent of porcine relaxin response, buffer zero; Potency, µM (doses to about 57.5 µM), for inactives: at the highest dose activation, actives largely listed as activators; 370,000 tested, 0.3% active; note: % is set by controls: 0 for no effect and ±100 for the full control effect; nearly all actives have a fitted effect of over 60% in size; many of its hits are not listed in these tables
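HEK293 cells stably expressing RXFP1, treated 30 min at 37C with compounds plus PDE4 inhibitor Ro 20174; cAMP measured by HTRF TR-FRET. Normalized to buffer and 29 nM porcine relaxin; EC50 by Hill fit.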
Vif-A3G inh – inhibitors of Vif-APOBEC3G interaction | 410,000 tested, 0.076% active | HeLa A3G-eYFP + Vif (tagged APOBEC3G with the HIV-1 protein that degrades it), YFP fluorescence, overnight | AID 602310 | Potency, µM (titrated, usually from 46.1 µM), inactives show top-dose activity, negative = active, hits mostly inhibitors | Q9HC16;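 note: % is set by controls: 0 for no effect and ±100 for the full control effect; nearly all actives have a fitted effect of over 60% in size; hits raise eYFP signal because A3G escapes Vif-driven loss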
Target sequence (Q9HC16 whole entry, looked up): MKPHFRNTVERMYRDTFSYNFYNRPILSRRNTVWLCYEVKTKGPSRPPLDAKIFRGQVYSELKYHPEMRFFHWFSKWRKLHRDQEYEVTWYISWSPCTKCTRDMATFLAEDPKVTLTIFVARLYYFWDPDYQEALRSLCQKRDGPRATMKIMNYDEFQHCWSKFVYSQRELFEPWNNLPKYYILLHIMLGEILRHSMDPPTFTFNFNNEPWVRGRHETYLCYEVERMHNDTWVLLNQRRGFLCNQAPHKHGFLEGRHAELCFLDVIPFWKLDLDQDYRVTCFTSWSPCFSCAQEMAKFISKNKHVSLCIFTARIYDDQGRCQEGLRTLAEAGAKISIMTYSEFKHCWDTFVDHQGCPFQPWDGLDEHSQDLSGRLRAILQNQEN
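Read-out is eYFP fluorescence (Ex 488/Em 500-530) from Vif-expressing HeLa A3G-eYFP cells; more signal means A3G escaped Vif-mediated degradation. Cells plated overnight, compound pinned in, incubated overnight at 37 deg C.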
ALOX12 inh – ALOX12 (human) lipoxygenase inhibition; P18054; purified 12hLO, xylenol orange hydroperoxide absorbance; Potency, µM (top dose mostly 108 µM), inactives show at the top dose activity change, negative = inhibition, most hits filed as inhibitors; 580,000 tested, 1.1% active; AID 1671190; note: % is set by controls: 0 for no effect and ±100 for the full control effect
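Purified human 12hLO (150 nM final) in 25 mM Hepes, 0.01% Triton X-100, pH 7.0 was preincubated 15 min at room temperature with compound. Then 40 uM arachidonic acid was added, 30 min. Hydroperoxide was read by Fe-XO absorbance ratio 573/405 nm.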
Vif-A3F inh – blocks the Vif interaction with APOBEC3F. HeLa A3F-eYFP + Vif (tagged APOBEC3F with the HIV-1 protein that degrades it), YFP fluorescence increase. AID 602313. 390,000 tested, 0.2% active. Potency, µM (series often up to 46.1 µM), for the others: top-dose activity, negative = active; note: % of control where 0% means no effect; nearly all actives have a fitted effect of over 65% in size
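HeLa cells stably expressing A3F-eYFP plus Vif, plated and incubated overnight at 37 deg C, then exposed to compounds overnight at 37 deg C. Blocked degradation read as raised yellow fluorescence (Ex 488/Em 500-530).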
rTrxR1 inhibitor – blocks rat thioredoxin reductase 1; Potency, µM (series often up to 114 µM), for inactives: at the top dose activity change, negative = inhibition, hits mostly inhibitors; O89049; 390,000 tested, 1% active; recombinant rTrxR1, NADPH fluorescence consumption, selenite substrate; note: % is set by controls: 0 for no effect and ±100 for the full control effect; nearly all actives have a fitted effect of over 65% in size
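Rat TrxR1 (90 nM in the dispensed reagent) was pre-reduced with 400 uM NADPH for 5 min at room temperature, then incubated with compound for 15 min. After 400 uM selenite was added, NADPH fluorescence (Ex 340/Em 450 nm) was followed for 8 min.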
USP1-UAF1 inh – USP1/UAF1 (human) deubiquitinase inhibition; 390,000 tested, 0.23% active; AID 743255; Potency, µM (titrated, usually from 57.1 µM), for the others: at the highest dose activity change, negative = inhibition, most hits filed as inhibitors; recombinant USP1/UAF1, Ub-Rhodamine cleavage fluorescence; note: % is set by controls: 0 for no effect and ±100 for the full control effect; nearly all actives have a fitted effect of over 60% in size; inactives centre near -12
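High-throughput fluorogenic screen: 1nM USP1/UAF1 complex, Ub-Rho substrate 150nM final, 50mM HEPES pH 7.8 with 0.5mM EDTA, 0.1 mg/ml BSA, 1mM TCEP and 0.01% Tween-20.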
An asterisk follows results filed as active; ? = inconclusive; · = not tested or not shown; & = joins results of further samples; [ ] = remark or other dose. Calls come from the whole dose curve; as a rule, active = well fitted curve in the direction sought with a large enough effect; inconclusive = small, poorly fitted or top-dose-only effect, or another doubt; inactive = no such curve, though single readings can be large; an effect the other way counts as inactive or inconclusive. Potency is the fitted concentration of half-maximal effect. The list is partial, so the mix of outcomes need not match the whole.

SMILES	TrxR1 substrate	RGS4 inhibitor	IDH1 R132H inh	RXFP1 agonist	Vif-A3G inh	ALOX12 inh	Vif-A3F inh	rTrxR1 inhibitor	USP1-UAF1 inh
CC(=O)N1CC(C)Sc2ccc(S(=O)(=O)NCCc3ccc(C)cc3)cc21 (stereo not given)	-5%	3%	8%	1.3%	0%	0%	1%	9%	-20%
CN(CC(=O)Nc1ccc2c(c1)OCCO2)CC(=O)Nc1ccc(F)c(F)c1F	-7%[57.1 µM]	-21%	6%	·	1%	-6%	4%	3%[57.1 µM]	?
COc1cccc2c3c(c(C)nc12)CC(C)O3 (stereo not given)	257%[activator]	4%	5%	-1.5%	0%	-1%	-11%	-5%	-21%
CCOc1ccc(N(CC(=O)O)S(=O)(=O)c2ccc(F)cc2)cc1	4%[57.1 µM]	0%[11.4 µM]	1%	0.1%	-1%	-23%	7%	1%[57.1 µM]	3%
CCOc1ccc2[nH]c(O)c(NC(C)=O)c2c1	11%	-11%	4%	0.1%	-1%	-13%	-11%	10%	?
CN(c1ccccc1)S(=O)(=O)c1cccc(NC(=O)CCNC(=O)c2ccccc2)c1	-12%	-26%	2%	-0.3%	2%	-19%	-7%	-5%	-9%
Cc1cccc(N2CCN(c3cc(C)nc4c(-c5ccc(Cl)cc5)c(C)nn34)CC2C)c1 (stereo not given)	9%[57.1 µM]	3%	-16%	1.0%	-4%	-9%	-9%	24%[57.1 µM]	-5%
O=C(OCC#CCSc1nc2ccccc2o1)c1ccco1	4%	4%	2%	-1.0%	-2%	-7%	-5%	-11%	-22%
Cc1ccc(CCNC(=O)C2CCN(S(=O)(=O)c3ccc4c(c3)oc(=O)n4C)CC2)cc1	2%	8%	-18%	0.4%	-2%	-23%	2%	4%	-21%
Cc1cc(N2CCN(C)CC2)nc2ccc(NC(=S)N3CCC4(CC3)OCCO4)cc12	7%	0%	1%	1.4%	-2%	16%	4%	21%	-12%
CCCN(CCC)C(=O)Nc1cc(Cl)ccc1OC	2%	-5%	2%	-1.0%	-6%	0%	16%	11%	-27%
COc1ccc(N(C)S(=O)(=O)c2cccc(C(=O)Nc3ccc4c(c3)OCCO4)c2)cc1	-6%	19%	-4%	0.4%	-8%	-8%	22%	16%	-14%
CCCCN(CCCC)C1=C(C(=O)c2ccccc2)N(C)S(=O)(=O)c2ccccc21	-4%	-27%	2%	-1.3%	0%	-14%	5%	-10%	-13%
Cc1cccc(Nc2c(-c3cccs3)nc3nc(C)cc(C)n23)c1	-2%	-24%	-19%	23%	-2%	?	5%	-4%	4%
Cc1cccc(OCCOC(=O)Nc2ccccc2)c1	-5%	30%	2%	1.1%	-1%	-11%	-5%	1%	-23%
CCSc1sccc1C1C(C#N)=C(N)N(c2cccnc2)C2=C1C(=O)CC(C)(C)C2 (stereo not given)	-6%	17%	58µM*	14%	1%	-19%	4%	-15%	-5%
Cc1ccc(C2CC(C(F)F)n3ncc(C(=O)Nc4c(C)nn(Cc5c(F)cccc5Cl)c4C)c3N2)cc1 (stereo not given)	-5%[57.1 µM]	-1%[11.4 µM]	3%	-0.2%	1%	7%	0%	10%[57.1 µM]	-18%
O=C(/C=C/c1ccc([N+](=O)[O-])cc1)NCCOc1ccc(F)cc1	2%	0%	14%	0.4%	-3%	0%	6%	20%	-10%
O=C(CNC(=O)c1ccccc1Br)NCC(c1ccco1)N1CCCCC1 (stereo not given)	-3%	15%	-1%	·	0%	-6%	-10%	-6%	1%
CCc1ccccc1NC(=O)CNC(=O)c1ccc(S(=O)(=O)NCc2ccco2)cc1	·	·	-2%	·	-6%	-14%	3%	·	-10%
CC(C)(C)NC(=O)C(=O)NNC(=O)c1cccc([N+](=O)[O-])c1	3%[57.1 µM]	3%	-2%	1.0%	1%	-4%	-14%	11%[57.1 µM]	-10%
CC(=O)C1=C(O)C(=O)N(Cc2ccco2)C1c1ccccc1 (stereo not given)	1%	-9%	-1%	3.8%	-2%	?	0%	-12%	-24%
COc1ccccc1C(=O)Nc1ccnn1C1CCN(C2CCSCC2)CC1	2%	-17%	3%	-0.7%	1%	3%	2%	-6%	-11%
CCOc1cc(CNc2ccc3cn[nH]c3c2)ccc1OC	1%	-50%	17%	-1.2%	-24%	1%	2%	-21%	?
Cc1cccc(NC(=O)CCC(=O)Nc2nnc(C3CCCCC3)s2)c1	34%	20%	6%	0.3%	-4%	12%	-4%	15%	-8%
C=CCN(CC=C)C(=O)c1ccc(OC2CCN(S(=O)(=O)N(C)C)CC2)cc1	10%[57.1 µM]	-12%	15%	4.9%	0%	3%	0%	10%[57.1 µM]	-21%
CCn1c2ccccc2c2cnc(N=CN(C)C)c(C#N)c21	15%[57.1 µM]	-3%	1%	-0.5%	0%	-9%	2%	7%[57.1 µM]	-15%
O=[N+]([O-])c1c(Nc2ccccc2O)cc(Cl)c2nonc12	-1%	?	0%	-2.3%	-14%	?	10%	0.71µM*	?
O=C1CSC(=S)N1N=Cc1c[nH]c2ccc(Br)cc12	·	·	3%	·	-16%	?	-11%	·	-23%
Cc1cc(OCC(=O)Nc2cnn(CCCC(=O)O)c2)ccc1Cl	-2%&6%	-30%&-32%	2%&15%	0.7%&1.6%	-1%&-1%	?	18%&8%	21%&38%	-15%&-32%
Nc1nnc(SCCOc2ccccc2)s1	1%	11%	1%	0.2%	0%	-3%	-11%	23%	9%
Cc1nn(CC(=O)N/N=C/c2ccc(F)cc2)c(C)c1[N+](=O)[O-]	2%[57.1 µM]	5%	-2%	5.6%	0%	0%	-2%	9%[57.1 µM]	?
CN1CCN(C(=O)C2=C[C@@H](c3ccc4c(c3)OCO4)C[C@@H](OCc3ccc(CO)cc3)O2)CC1	-6%[57.1 µM]	-1%	6%	0.5%	0%	-3%	1%	6%[57.1 µM]	?
CC1=C(C(=O)Nc2ccc(Cl)cc2)C(CC(C)C)n2nc(SCc3ccccc3C)nc2N1 (stereo not given)	-1%	13%	-8%	-0.9%	3%	-21%	-14%	9%	-5%
c1coc(CNCc2cccs2)c1	-6%	10%[11.4 µM]	1%	0.2%	2%	4%	8%	-16%	-24%
Cc1ccccc1CNC(=O)Cn1c(C)c2cnn(-c3ccccc3)c(=O)c2c1C	33%[activator]	-4%	·	1.5%	·	-30%	·	24%	-21%
CN(C)S(=O)(=O)N1CCN(C(=O)N2CCCCCC2)CC1	2%	-8%	1%	0.0%	-1%	-7%	-14%	4%	-8%
COCCn1c(SCC(=O)NN2C(=O)NC(C)(c3ccccc3)C2=O)nnc1-c1ccncc1 (stereo not given)	6%	12%	4%	0.3%	0%	0%	0%	34%	-15%
O=C(Nc1ccc(Oc2ncnc3cc(Cl)ccc23)nc1)c1ccc(F)cc1	51%	-17%	7%	19%	1%	·	7%	48%	-5%
CN(CCOCCOc1ccc(Cl)cc1Br)Cc1ccccc1	5%[57.1 µM]	-8%	6%	1.0%	-3%	-1%	6%	14%[57.1 µM]	-9%
CSc1ccc(CCNC(=O)CCc2nnc3ccc(N4CCOCC4)nn23)cc1	-2%	16%	-2%	26%	1%	34%[activator]	1%	-3%	-23%
COc1ccccc1N1CCN(Cc2nnc(-c3ccccc3C)o2)CC1	-3%	8%	13%	0.7%	-1%	-7%	-3%	5%	-14%
COc1ccc(-c2n[nH]c(C)c2-c2ccccc2OC)c(O)c1	-6%	4%	9%	0.8%	-20%	0%	2%	8%	-11%
Cc1cc(-n2c(C)cc(C(=O)CN3C(=O)NC4(CCCCCC4)C3=O)c2C)no1	2%	11%	1%	2.1%	-1%	16%	0%	-11%	-5%
Cc1ccc(NS(=O)(=O)c2ccc3[nH]c(=O)oc3c2)cc1Cl	-1%	-16%	0%	0.4%	-3%	?	-18%	8%	-22%
COc1ccccc1OCCn1c(SCC(N)=O)nc2ccccc21	-3%[57.1 µM]	-17%	8%	2.4%	-6%	-7%	3%	-10%	-18%
Cc1cc(C(=O)CN2CCN(CC(=O)Nc3cccc(F)c3)CC2)c(C)n1C1CC1	-3%	-9%	6%	1.1%	-5%	?	0%	-18%	-16%
Cc1ccc(C(=O)N2c3ccc(C)cc3C(C)(c3ccccc3)CC2(C)C)cc1 (stereo not given)	-10%	-3%	0%	-4.4%	3%	-7%	-1%	8%	19%
C=CCSc1nc(-c2ccc3c(c2)OCO3)cc(C(F)(F)F)c1C#N	34%[activator]	8%	0%	-1.7%	-7%	-26%	2%	-5%	-8%

Given with bars between the fields: part of the list above.
molecule | TrxR1 substrate | RGS4 inhibitor | IDH1 R132H inh | RXFP1 agonist | Vif-A3G inh | ALOX12 inh | Vif-A3F inh | rTrxR1 inhibitor | USP1-UAF1 inh
COc1ccccc1OCCn1c(SCC(N)=O)nc2ccccc21 | -3%[57.1 µM] | -17% | 8% | 2.4% | -6% | -7% | 3% | -10% | -18%
Cc1cc(C(=O)CN2CCN(CC(=O)Nc3cccc(F)c3)CC2)c(C)n1C1CC1 | -3% | -9% | 6% | 1.1% | -5% | ? | 0% | -18% | -16%
Cc1ccc(C(=O)N2c3ccc(C)cc3C(C)(c3ccccc3)CC2(C)C)cc1 (stereo not given) | -10% | -3% | 0% | -4.4% | 3% | -7% | -1% | 8% | 19%

Source: PubChem BioAssay (National Center for Advancing Translational Sciences (NCATS))
